# KCNQ2 inh = KCNQ2 channel blockers in CHO-K1 cells – cell-based, FluxOR thallium flux, B-score, primary screen (AID 2156); hit rate 1.1% among 310,000; 20 min; hits give low values; B-score at 10 µM; O88943;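 active = fluorescence ratio B-score at most minus 3 library SDs, with starting brightness B-score within 2 library SDs, cut at about -5.5 in these data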
# Kir21 inh = Kir2.1 (mouse) channel inhibition; B-score at 10 µM; hit rate 0.85% among 310,000; AID 1672; P35561; HEK293-Kir2.1, FluxOR thallium flux fluorescence; hits give low values;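 active = fluorescence ratio B-score at or below minus 3 SD of library scores, with starting-brightness B-score within 2 SD, cut at about -4.2 in these data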;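 note: channel flux triggered by added potassium and thallium sulfate stimulus; B-score of peak minus minimum fluorescence over baseline after thallium stimulus; more negative B-score means stronger Kir2.1 block with less thallium influx; some compounds called inactive have numbers as strong as hits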
# Target sequence (P35561 whole entry, looked up): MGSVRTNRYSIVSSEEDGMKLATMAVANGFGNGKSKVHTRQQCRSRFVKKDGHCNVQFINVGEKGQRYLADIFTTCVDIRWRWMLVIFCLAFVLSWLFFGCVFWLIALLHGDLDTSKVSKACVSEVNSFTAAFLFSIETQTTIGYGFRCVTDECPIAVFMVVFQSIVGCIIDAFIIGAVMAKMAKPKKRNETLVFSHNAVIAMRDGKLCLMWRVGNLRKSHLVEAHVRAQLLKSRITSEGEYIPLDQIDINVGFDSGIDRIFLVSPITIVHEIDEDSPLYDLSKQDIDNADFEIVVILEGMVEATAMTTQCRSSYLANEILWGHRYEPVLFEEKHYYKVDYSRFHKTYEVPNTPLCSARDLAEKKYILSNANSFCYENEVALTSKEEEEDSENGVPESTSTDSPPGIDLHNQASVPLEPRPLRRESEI
# * hit, by the source's call; i = inactive.
no.	structure	KCNQ2 inh	Kir21 inh
1	CN(C(=O)CSc1nc(C2CC2)nc2ccccc12)c1nc(-c2ccccc2)cs1	i	1.1
2	Cc1ccc(NC(=O)CN2C(=O)NC3(CCCC3)C2=O)nc1	i	0.08
3	CCn1cc(/C=C(\NC(=O)c2ccc(OC)c(OC)c2)C(=O)NCCCN2CCOCC2)c2ccccc21	i	0.81
4	COc1cc(=O)n(C)c2c(O)cccc12	i	-0.91
5	C=CCNC(=O)CN1CCC(O)(c2ccc(F)cc2)CC1	i	-1
6	CSc1nc2sc3c(c2c2nncn12)CCC3	i	0
7	OC(COc1ccc(Cl)cc1)CN1CCN(c2ccccc2)CC1 (stereo not drawn)	i	0.65
8	COc1cc(OC)c(C(=O)OCC(=O)NCCC2=CCCCC2)cc1OC	i	-2
9	CC1CN(C(=O)COC(=O)c2ccccc2O)CC(C)O1 (stereo not drawn)	i	1.3
10	COc1ccc(CN2CCn3ncc(C(=O)Nc4cccc(C)c4)c3C2=O)cc1	i	0.92
11	CN(C)c1ccc(C=Nc2cnn(C)c2C(N)=O)cc1	i	-0.21
12	O=c1c(-c2ccc(O)cc2)coc2cc(O)cc(O)c12	i	1.4
13	O=C(Nc1ccccc1)c1cc2c(=O)c3ccccc3oc2nc1C(F)(F)F	i	-0.03
14	Cc1ccc([N+](=O)[O-])cc1S(=O)(=O)N1CCN(C)CC1	i	0.12
15	CN(C)C(CNS(=O)(=O)c1ccc(F)cc1)c1cccnc1 (stereo not drawn)	i	-0.27
16	O=C(CN1CCN(c2ccccc2)CC1)Nc1c(C(=O)C2CC2)oc2ccccc12	i	0.41
17	Cc1cc(C)c(NC(=O)CN2CCN(C)CC2)c(C)c1	i	0.62
18	CSc1cc(-c2ccco2)oc1C(=O)c1ccco1	i	0.02
19	O=C(O)c1cc(O)c2c(c1)C(=O)c1cccc(O)c1C2=O	i	-0.79
20	O=C(NCCCNc1ccc(C(F)(F)F)cc1[N+](=O)[O-])c1ccc(F)cc1	i	-0.05
21	O=C(NC(=O)N1CCN(c2ccc([N+](=O)[O-])cn2)CC1)c1ccccc1F	i	-1.4
22	CC(C)Cn1c(N)c(C(=O)COC(=O)c2ccccc2Cl)c(=O)n(C)c1=O	i	-0.06
23	O=C(Nc1csc(Cc2c(Cl)cccc2Cl)n1)NN1CCOCC1	i	0.87
24	Cc1nn(C)c(C)c1CN(Cc1nc(-c2ccc(F)cc2F)oc1C)C1CC1	i	-0.16
25	COc1cc(NC(=S)NC(=O)c2cccs2)ccc1NC(=O)C(C)C	i	-1.2
26	O=C(CSc1nnc(-c2ccco2)o1)c1ccccc1Cl	i	1.1
27	COc1ccc(-n2c(C)cc(C(=O)COc3ccc(C)nc3[N+](=O)[O-])c2C)cc1	i	-0.01
28	Cc1cc(C)c(C)c(S(=O)(=O)NCCCN2CCCC2=O)c1C	i	-1.6
29	Cc1cccc(N2CCN(C(=O)c3ccc(NS(=O)(=O)c4ccc5[nH]c(=O)[nH]c5c4)cc3)CC2)c1C	i	0.03
30	CC(=O)N(C)c1ccc(NC(=O)Nc2ccc(C)cc2)cc1	i	-0.03
31	O=C(NCCc1csc(-c2cccnc2)n1)c1ccc(Cl)cc1	i	-1.5
32	Cc1[nH]c(=O)[nH]c(=O)c1NC(=O)c1ccc(OC(C)C)cc1	i	3
33	CCC(C)(C)N(C(=O)CCC(=O)Nc1cc(C)on1)C(C(=O)NC(C)(C)C)c1ccc(OC)cc1 (stereo not drawn)	i	0.58
34	Cc1ccc(CSCC(=O)Nc2ccc3c(c2)OCO3)cc1	i	-1.9
35	CC(c1ccccc1)C1CC(=O)N(c2ccccc2)C1=O (stereo not drawn)	i	-0.65
36	COc1ccc(C(=O)C2C(c3ccc(-c4ccccc4[N+](=O)[O-])o3)NC(=O)NC2(O)C(F)(F)F)cc1 (stereo not drawn)	i	1.6
37	CN(C)/C(=N\S(=O)(=O)c1ccccc1)c1ccc(Cl)cc1	i	-0.37
38	CCn1c(SCC(=O)c2c[nH]c3ccccc23)nnc1-c1cccs1	i	0.1
39	O=C1CC(SCCO)C(=O)N1c1ccccc1 (stereo not drawn)	i	-0.43
40	c1ccc(-c2noc(CSc3nc4ccccc4o3)n2)cc1	i	-0.28
41	CCOC(=O)C1CCN(C(=O)CN(c2ccc(OC)cc2)S(=O)(=O)c2c(C)noc2C)CC1	i	-1.2
42	CCCCN(C(=O)CN1C(=O)C2CCCCC2C1=O)c1c(N)n(CCCC)c(=O)[nH]c1=O (stereo not drawn)	i	-0.67
43	COCCNC(=O)CN(Cc1ccc(OC)cc1)C(=O)CCC(=O)Nc1nccs1	i	0.47
44	FC(F)C(F)(F)c1cc(-c2ccc(Cl)cc2)n[nH]1	i	1.1
45	O=c1[nH]n(-c2ccc([N+](=O)[O-])cc2)c(=O)c2ccccc12	i	-0.55
46	Cc1ccc(CN2CCC(c3cc(-c4ccc(Cl)cc4)n[nH]3)CC2)cc1	i	-0.59
47	COC(=O)C1=C(Cn2cnc3ccccc32)NC(=O)NC1c1cc(C)ccc1C (stereo not drawn)	i	-0.24
48	S=C(NCc1ccccn1)Nc1ccc(Cl)cc1Cl	i	-0.4
49	COc1ccc(CCC(=O)NCc2cn3ccsc3n2)cc1	i	-1.6
50	CCCOC(=O)NC1C(NC(=O)OCCC)N(C)C(=O)N1C (stereo not drawn)	i	2.6
51	CCN(C(=O)c1ccc(S(=O)(=O)N2CCOCC2)cc1)C1CCS(=O)(=O)C1 (stereo not drawn)	i	2
52	CCC(C)(C)NC(=O)CN(CC1CCCO1)C(=O)CCC(=O)Nc1nccs1 (stereo not drawn)	i	0.28
53	COc1cc(-c2nnc(-c3cc(OC)c(OC)c(OC)c3)o2)cc(OC)c1OC	i	0.49
54	Cc1cc(NC(=O)c2ccc(C)c([N+](=O)[O-])c2)no1	i	1.1
55	CCN(C(=O)c1cnc(NC(C)C)cc1C(F)(F)F)c1ccc(Cl)cc1	i	-1.4
56	COc1ccc(NC(=O)CCNC(=O)Cn2cnc3sc4c(c3c2=O)CCCC4)c(OC)c1	i	1
57	C=CCNC(=O)c1oc2ccc(S(=O)(=O)N(CC)CC)cc2c1C	i	0.22
58	CCOc1ccc(C2C3=C(Nc4nc(N)[nH]c(=O)c42)c2ccccc2C3=O)cc1 (stereo not drawn)	i	-1.1
59	COc1ccc(-c2ccnc3nc(Sc4ncc(C(F)(F)F)cc4Cl)nn23)cc1	i	-0.08
60	CCn1c(SCC(=O)Nc2c(C#N)cnn2-c2ccccc2)nnc1-c1cccs1	i	-0.23

# Continuation.
no.	structure	KCNQ2 inh	Kir21 inh
61	O=C(Nc1nccs1)c1cc2sccc2n1Cc1ccc(Cl)cc1	i	0.02
62	Cc1ccsc1C(=O)NCCc1nnc2ccccn12	i	-0.04
63	O=C(CCn1nc(-c2ccc(Cl)cc2)ccc1=O)N1CCN(c2ccccc2)CC1	i	-1.9
64	Cc1noc(C)c1COC(=O)c1ccccc1Oc1ccccc1	i	-5.1*
65	O=C(Nc1cccc(F)c1)c1cccc(S(=O)(=O)N2CCOCC2)c1	i	-2.4
66	CC(=O)/C(=C/Nc1ccc(Oc2ccccc2)cc1)c1ccccc1	i	-0.33
67	COc1ccc(CNC(=S)N2CCN(S(=O)(=O)c3cccc(F)c3)CC2)cc1	i	0.27
68	COc1ccc(C(=O)c2sc(Nc3ccccc3)nc2N)cc1	i	-1.2
69	O=C1CCN(C(=O)/C=C/c2ccccc2)c2ccccc21	i	0.03
70	Cc1ccccc1C(=O)Nc1nnc(-c2ccc(C(C)(C)C)cc2)s1	i	-0.5
71	Cc1ccn2c(=O)nc(SCC(=O)NCc3ccccc3Cl)nc2c1	i	1.3
72	CC(C)(C)NC(=O)c1sccc1C(=O)O	i	1.1
73	COc1ccc(-c2cc(C(=O)NCCCN3CCOCC3)no2)cc1	i	0.87
74	O=C(CSc1nnc(CNc2ccc(F)cc2)o1)N1CCCc2ccccc21	i	-1.2
75	COC(=O)c1ccccc1NC1OC(=O)c2ccccc21 (stereo not drawn)	i	-0.31
76	CNS(=O)(=O)c1cccc(C(=O)OCC(=O)N(Cc2ccccc2)C(C)(C)C)c1	i	1.1
77	Cc1ccccc1NS(=O)(=O)c1ccc(C(=O)NCC(c2ccco2)N2CCCCC2)cc1 (stereo not drawn)	-6.7*	-0.36
78	CCOc1ccc(/C=N/NC(=O)c2ccc(Cn3cc([N+](=O)[O-])cn3)o2)cc1	i	0.27
79	CC1CCN(S(=O)(=O)c2ccc3ncn(CC(=O)N(C)C4CCCCC4)c(=O)c3c2)CC1	i	-0.78
80	Cc1ccc(NC(=O)c2cc(NC(=O)c3ccco3)ccc2N2CCOCC2)cc1	i	0.84
81	CCOC(=O)c1c(-c2ccccc2)nc2ccccn12	i	-0.69
82	CC(=O)NS(=O)(=O)c1ccc(N=c2ssc3c2-c2ccc(C)cc2NC3(C)C)cc1	i	1.5
83	CSc1cc(-c2ccc(Cl)cc2)[nH]c(=O)c1C#N	i	0.47
84	N#CC1=C(N)Oc2cc(O)c(Cl)cc2C1c1cccnc1 (stereo not drawn)	i	-7.3
85	c1ccc(OCc2cc(-c3ccccc3)no2)cc1	i	-0.68
86	CC1CN(CCOCCOc2ccccc2-c2ccccc2)CC(C)O1 (stereo not drawn)	i	-3.1
87	O=C(CCC1CCCN(C(=O)Cc2ccc(F)cc2)C1)N1CCN(c2ccccn2)CC1 (stereo not drawn)	i	-2.2
88	CC1CCCN(c2nc3nonc3nc2N2CCCC(C)C2)C1 (stereo not drawn)	i	0.79
89	O=C(COC(=O)c1cc2ccccc2cc1O)c1ccccc1	i	1.1
90	Cc1cc(Oc2ccccc2)nc(NCc2ccccc2)n1	i	1.2

# Four entries from above, ordered by SMILES length, ascending:
no.	structure	KCNQ2 inh	Kir21 inh
75	COC(=O)c1ccccc1NC1OC(=O)c2ccccc21 (stereo not drawn)	i	-0.31
64	Cc1noc(C)c1COC(=O)c1ccccc1Oc1ccccc1	i	-5.1*
73	COc1ccc(-c2cc(C(=O)NCCCN3CCOCC3)no2)cc1	i	0.87
78	CCOc1ccc(/C=N/NC(=O)c2ccc(Cn3cc([N+](=O)[O-])cn3)o2)cc1	i	0.27

# Structures listed above printed as active in Kir21 inh.
no.	structure	KCNQ2 inh	Kir21 inh
64	Cc1noc(C)c1COC(=O)c1ccccc1Oc1ccccc1	i	-5.1*

# Continued:
no.	structure	KCNQ2 inh	Kir21 inh
91	CC1CCCN(c2ccc(C(=O)NCc3ccco3)cc2[N+](=O)[O-])C1 (stereo not drawn)	i	0.76
92	COc1cccc(CNc2cccc3cccnc23)c1O	i	-1.5
93	CCOc1ccc(NC(=O)CCN2C(=O)c3ccccc3C2=O)cc1	i	-0.59
94	O=[N+]([O-])c1cc(F)c(N2CCCCC2)cc1N1CCOCC1	i	-1.3
95	COc1ccc(-c2csc(NC(=O)c3cc(C)on3)c2C#N)cc1OC	i	-0.26
96	CCOC(=O)Cn1c2ccccc2c2nc3ccccc3nc21	i	2.8
97	O=[N+]([O-])c1ccc(Nc2ccc(N3CCOCC3)cc2)c([N+](=O)[O-])c1	i	-1.6
98	COC(=O)c1ccc(CNC(=O)c2ccc3c(c2)OCCO3)cc1	i	-0.08
99	CCCCCN(C(=O)NC(=O)NC(C)CC)S(C)(=O)=O (stereo not drawn)	i	1.1
100	Cc1cc(NC(=O)C2CCN(S(=O)(=O)c3c(C)noc3C)CC2)ccc1Br	i	-0.62
101	Cc1nonc1C1CCCN1C(=O)c1cc(COc2ccc(F)cc2Cl)on1 (stereo not drawn)	i	-0.79
102	Cc1ccc(NS(=O)(=O)c2ccc(N/N=C/c3ccncc3)c([N+](=O)[O-])c2)c(C)c1	i	-0.17
103	CCCN(C(=O)CCl)C1=CCCCC1	i	0.16
104	CCOc1ccc(CC2CCC(=O)NC2=O)cc1 (stereo not drawn)	i	-1
105	CCC(C(=O)O)n1nnc(-c2ccc(-c3ccc(OC)cc3)cc2)n1 (stereo not drawn)	i	-2.5
106	C=CCC1NS(=O)(=O)OC2CCCC12 (stereo not drawn)	i	1.1
107	Cc1ccc2oc(C(=O)NCc3ncc(C)[nH]3)c(C)c2c1	i	-0.14
108	COC(=O)[C@@H](NC(=O)Nc1ccc2c(c1)OCCO2)C(C)C	i	1.9
109	Cc1c(C(=O)NC2CCCc3ccccc32)oc2ccc(S(=O)(=O)N3CCOCC3)cc12 (stereo not drawn)	i	-1.1
110	COc1ccc(NC(=O)COC(=O)c2c3c(nc4ccccc24)CCCC3)cc1	i	-0.03
111	CCCCNC(=O)CC(C(=O)N1CCc2ccccc21)n1ccnc1 (stereo not drawn)	i	-0.02
112	CC1(C)Cc2ccccc2-c2nc(CN3CCOCC3)[nH]c(=O)c21	i	0.47
113	O=C(CN1C(=O)c2ccc([N+](=O)[O-])cc2C1=O)NCc1ccco1	i	-0.74
114	CCOC(=O)C1CCN(S(=O)(=O)c2ccc(Cl)s2)CC1	i	-0.59
115	CC(Oc1ccc(Cl)cc1Cl)C(=O)NC1CCSC1=O (stereo not drawn)	i	1.3
116	Cn1sc(NC(=O)c2ccc(Cl)cc2)nc1=O	i	0.22
117	CCC1=C(c2ccc(C)cc2)S(=O)(=O)N=C1N1CCC(C(=O)NCCCN2CCCCC2C)CC1 (stereo not drawn)	i	-0.09
118	COc1cccc(OC)c1C(=O)N1CCN(Cc2ccccc2C)CC1	i	-0.84
119	CC1CCc2c(sc(NC(=O)COC(=O)c3ccc(NC(=O)CC#N)cc3)c2C#N)C1 (stereo not drawn)	i	-0.01
120	C#CCOC(=O)/C(=C/C=C/c1ccccc1)NC(=O)c1ccccc1	i	-1.2
121	O=C(Nc1ccc(Cl)c(Cl)c1)OCc1cnc(Cl)s1	i	-1.1
122	CC(Sc1nnc(-c2cccs2)n1N)C(=O)NCC1CCCO1 (stereo not drawn)	i	1.6
